Rac1 GTP hydrolysis – MgcRacGAP GTPase-activating activity inhibitors, confirmation, biochemical, ADP Hunter fluorescence. 340,000 compounds, 0.6% hits. inhibition, % at 30 µM; hits with a dose series show IC50 in µM. MgcRacGAP-stimulated Rac1 GTP hydrolysis, ADP Hunter fluorescence; higher % means a stronger effect; GST-tagged Rac1 F28L mutant substrate;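 active = first-screen hits whose inhibition reached a set limit at any dose in the follow-up dose series; inconclusive = inhibition above the set first-screen limit but never retested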;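 note: fluorescence reports GDP produced by GAP-driven GTP hydrolysis; strong numbers were not always called active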
NS5 inhibitors – flavivirus cap methylation enzyme inhibition – biochemical, confirmation dose response, primary screen (AID 588689). 340,000 compounds, 0.3% hits. Dengue-2 NS5 methyltransferase capping enzyme assay, biochemical; higher % means a stronger effect. inhibition, % at 25 µM; hits with a dose series show IC50 in µM; in the data active = a potency from the dose series; inconclusive = inhibition above about 29% without an active follow-up result
West Nile antiviral – inhibition of WNV-induced cytopathic effect – cell-based, CPE readout (AID 1621); West Nile virus-infected cells, CPE inhibition; higher % means a stronger effect; CPE inhibition, % at 10 µM; hits with a dose series show IC50 in µM; 290,000 compounds, 0.02% hits; in the data active = a potency from the dose series; inconclusive = CPE inhibition mostly from about 3.7% at the one dose, without a potency; inactive = the rest, 99 in 100 with CPE inhibition below about 2.2%; note: strong numbers were not always called active
UTI89 phage lysis – protection from phage-mediated lysis, alamar blue read-out – E. coli UTI89, K1F phage, bacterial capsule biogenesis inhibitors (AID 488966) | E. coli UTI89 K1F phage lysis, alamar blue, 2 h; higher % means a stronger effect | one-dose inhibition, % at 100 µM; IC50 in µM for titrated hits | 340,000 compounds, 0.02% hits;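 active = phage lysis inhibition, versus mean bacterial control, above a set limit; inconclusive = no clear call, values can overlap the other calls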;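 note: capsule biogenesis inhibitors block K1F phage lysis so surviving cells raise fluorescence; higher fluorescence means more inhibition of phage lysis; actives were called in the ten point dose series up to 300 µM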
NTR1 agonist – agonists of NTR1, primary screen, imaging, U2OS cells, beta-arrestin-GFP, high content (AID 493036) | 330,000 compounds, 0.17% hits | NTR1-U2OS beta-arrestin-GFP spot imaging, agonist mode | activation, % at 20 µM;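 active = activation at or above 40% of the spot to cytoplasm intensity ratio, with at least 20 cells analyzed; inconclusive = wells under 20 cells, flagged as cytotoxic or low count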;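 note: 0% = DMSO without peptide and 100% = 100 nM NTR1 peptide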
Target sequence (P30989 whole entry, looked up): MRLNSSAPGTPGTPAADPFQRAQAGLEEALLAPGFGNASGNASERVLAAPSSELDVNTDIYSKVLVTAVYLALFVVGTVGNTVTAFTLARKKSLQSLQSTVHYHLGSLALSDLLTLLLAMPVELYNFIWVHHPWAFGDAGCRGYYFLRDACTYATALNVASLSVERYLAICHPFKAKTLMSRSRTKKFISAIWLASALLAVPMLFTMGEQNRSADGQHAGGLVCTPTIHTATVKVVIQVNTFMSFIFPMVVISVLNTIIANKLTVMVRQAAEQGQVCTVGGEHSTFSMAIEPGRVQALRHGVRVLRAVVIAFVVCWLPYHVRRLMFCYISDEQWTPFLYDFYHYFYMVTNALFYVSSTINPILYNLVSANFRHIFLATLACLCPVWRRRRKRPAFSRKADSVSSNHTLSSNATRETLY
T cell HTS – T cell immune modulators affecting CD8 T cell-vesicle binding | AID 2052 | 2C CD8+ T cell-vesicle binding, flow cytometry; hits give low values | 330,000 compounds, 0.068% hits | calls only at 7 µM;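 active = response, share of CD8 T cells binding vesicles, and their 90th percentile fluorescence all below set limits, cut at about 80% in these data, passing the limit was not always enough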
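System: murine 2C transgenic CD8+ T lymphocytes; also added: QL9-loaded Drosophila micro-vesicles; times: binding 1.5 h at 37 °C; measured by: flow cytometry, PE anti-B7-1 (FL2) versus Alexa647 anti-CD8 (FL8), PFA-fixed; control set: Peptide-free naked vesicles (low) and QL9 vesicles with 0.7% DMSO vehicle (high)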
SV40 large T antigen – SV40 large T antigen inhibitors, biochemical (AID 1903). SV40 large T antigen ATPase/helicase inhibition assay; higher % means a stronger effect. one-dose inhibition, % at 20 µM; IC50 in µM for titrated hits. 310,000 compounds, 0.39% hits; in the data active = a potency from the dose series; inconclusive = inhibition mostly from about 32% at the one dose, without a potency; inactive = the rest, 99 in 100 with inhibition below about 32%; note: strong numbers were not always called active
RSV CPE inhibition – inhibition of RSV-induced cytopathic effect – HEp-2 cells, primary 10 µM value included (AID 2391) | HEp-2 cells, RSV-induced CPE inhibition; higher % means a stronger effect | 310,000 compounds, 0.13% hits | CPE inhibition, % at 10 µM; hits with a dose series show IC50 in µM; in the data active = a potency from the dose series; inconclusive = CPE inhibition mostly from about 23% at the one dose, without a potency; inactive = the rest, 99 in 100 with CPE inhibition below about 21%; note: strong numbers were not always called active
PhoP inhibition – inhibitors of PhoP regulon expression, primary screen, Salmonella Typhimurium, GFP reporter (AID 1863); S. Typhimurium PhoP-regulated promoter GFP reporter, 4 h; higher % means a stronger effect; inhibition, % at 50 µM; hits with a dose series show IC50 in µM; 300,000 compounds, 0.16% hits;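 active = inhibition over 29.93%, a cutoff 3 SD above the screen mean, later confirmed by dose response; inconclusive = inhibition over 29.93% but no dose response follow-up; inactive = inhibition at most 29.93% or unconfirmed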;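 note: 0% = low Mg2+ inducing control and 100% = high Mg2+ repressing control; strong numbers were not always called active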
T cell HTS vesicle-bound % – further read-out of T cell HTS, marked with its call; double positive events, %; measured here: CD8+ vesicle-bound cell fraction;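 binding gate set so that unloaded-vesicle control wells show 10% double positive cells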
NTR1 agonist cell count 20 µM – also measured in NTR1 agonist; calls as there; cell count; measured here: cell count, cytotoxicity flag
NS5 inhibitors pilot replicate – further read-out of NS5 inhibitors, marked with its call; inhibition, %; measured here: pilot screen replicate inhibition
An asterisk follows results filed as active; i = inactive; u = inconclusive; x = not tested or not shown; [ ] = remark or other dose. The order is random; any-hit rate near 1.5%.

SMILES | Rac1 GTP hydrolysis | NS5 inhibitors | West Nile antiviral | UTI89 phage lysis | NTR1 agonist | NTR1 agonist cell count 20 µM | T cell HTS | T cell HTS vesicle-bound % | SV40 large T antigen | RSV CPE inhibition | PhoP inhibition | others
CCOC(=O)c1c(C)c(C(=O)NCC2CCCO2)c(C)n1C (centres undefined) | 6% | -4% | -0.5% | 2.9% | -1.5 | 68 | i | 12 | 6% | 0.6% | -7%
Nc1ccc(Oc2ccc3c(c2)C(=O)NC3=O)cc1 | 9% | 11% | 1.8% | -0.3% | 0.2 | 70 | i | 48 | 21% | 1.0% | -1%
CC(C)(C)C(=O)NC(=S)Nc1ccc(S(=O)(=O)Nc2nccs2)cc1 | 11% | -1% | 0.8% | 0.8% | 1.4 | 44 | i | 62 | -2% | 4.4% | -4%
COCc1nnc(NS(=O)(=O)c2ccc(Cl)cc2)s1 | 13% | 2% | 0.3% | 0.5% | 0.3 | 64 | x | x | x | x | x
COC(=O)COc1cccc(NC(=O)c2ccccc2)c1 | 16% | -6% | -0.1% | 0.3% | 2.7 | 59 | i | 57 | 13% | -0.4% | -4%
CCCCCCSc1ccc(-c2nc3ccc(Cl)cn3c2NCc2ccccc2)cc1 | 8% | -4% | x | 1.6% | -1.8 | 65 | i | 9 | x | x | x
CS(=O)(=O)N(CC(=O)O)c1ccc(C23CC4CC(CC(C4)C2)C3)cc1 | 7% | -2% | -0.6% | 0.3% | 1.1 | 62 | i | 57 | 8% | 3.9% | -7% | NS5 inhibitors pilot replicate=-4.0
COc1cc(NC(=O)COc2ccc3c(C)cc(=O)oc3c2C)cc(OC)c1OC | -23% | -5% | 0.5% | -0.2% | 2.0 | 68 | i | 13 | 13% | -1.0% | 3%
O=C(CSc1cccc[n+]1[O-])NC(=O)c1ccc(OC(F)F)cc1 | 1% | -3% | -0.2% | 0.4% | 0.9 | 53 | i | 31 | 6% | 0.7% | -5%
COC(=O)/C=C1/N/C(=N\c2nc(C)cc(C)n2)N(c2cccc(C)c2)C1=O | 12% | -5% | -1.6% | 0.2% | 2.6 | 54 | i | 52 | 2% | 0.1% | 0%
COc1ccc(N2CC(C)(C)C2=O)cc1 | 7% | 1% | -0.6% | -0.1% | 1.3 | 53 | i | 46 | 0% | 1.4% | 5%
CC(c1nc2ccccc2c(=O)[nH]1)N(C)CCOc1ccc(Cl)cc1 (centres undefined) | 17% | -10% | -0.4% | 0.2% | 3.4 | 57 | i | 32 | 12% | 10% | -3%
COc1ccc(OC)c(C(C)NC(=O)c2ccc(Br)cc2)c1 (centres undefined) | 7% | -4% | -1.0% | 1.7%[50 µM] | -0.7 | 75 | i | 44 | 10% | 2.7% | -25%
CS(=O)(=O)N(CC(O)Cn1c2ccccc2c2ccccc21)c1cccc2ccccc12 (centres undefined) | 6% | -1% | u | 0.1% | 13 | 44 | i | 49 | 12% | -4.0% | -3%
O=C(CSc1ccc(-c2ccccc2)nn1)NC1CCCC1 | 5% | -10% | -0.5% | 0.1% | 0.3 | 31 | i | 69 | 2% | 0.5% | 4%
COc1ccc(C)cc1NC(=O)CSc1nnc(-c2ccc(Br)cc2)o1 | 5% | -3% | 0.1% | 2.3%[50 µM] | 5.9 | 53 | i | 9 | 1% | 4.3% | -5%
Cc1cccc(OCC(=O)NCc2n[nH]c(=O)c3ccccc23)c1 | 5% | -7% | x | 0.9%[50 µM] | -1.2 | 55 | i | 57 | -4% | 0.5% | -7%
COC(=O)c1ccc(C)c(NC(=O)CN(c2cc(OC)ccc2OC)S(C)(=O)=O)c1 | -2% | -3% | -0.3% | 0.5% | 0.2 | 53 | i | 58 | 9% | 3.4% | 36%
Cc1cccc(N(CC(O)CN2CCCC2)S(=O)(=O)c2ccccc2)c1 (centres undefined) | 3% | -2% | -0.9% | -0.1% | -0.1 | 52 | i | 12 | 5% | 0.3% | -6%
Cc1ccccc1NC(=O)C1=CC=CN2CCS(=O)(=O)N=C12 | 5% | -1% | x | 0.7%[50 µM] | 0.5 | 58 | i | 18 | x | 0.6% | x
COc1cccc(Nc2ncccc2C(=O)Nc2ccccc2)c1 | 3% | -8% | -0.4% | -0.3% | 0.4 | 76 | i | 36 | 4% | 18% | -6%
Cc1cccc(N2CCN(S(C)(=O)=O)CC2)c1C | 3% | 1% | x | 2.3% | 17 | 86 | i | 23 | 4% | 1.7% | -2%
CCN(CC)c1ccc(NC(=O)c2cc3c(OC)cccc3[nH]2)cc1 | 13% | -7% | -0.6% | 0.4% | 11 | 84 | i | 31 | 46% | 3.5% | 1%
CC(C)NC(=O)c1ccc2c(c1)N(Cc1ccccc1)C(=O)C(C)(C)O2 | 2% | -2% | -0.7% | 0.1% | 0.4 | 66 | i | 54 | 10% | 0.7% | 6%
O=C(c1cccc(N2C(=O)C3C4C=CC(C4)C3C2=O)c1)N1CCCCCC1 (centres undefined) | -1% | -6% | -0.2% | 0.5% | 0.0 | 58 | i | 33 | -6% | 2.1% | -10%

Gathered by group: the compounds so far with two or more sulfur atoms
SMILES | Rac1 GTP hydrolysis | NS5 inhibitors | West Nile antiviral | UTI89 phage lysis | NTR1 agonist | NTR1 agonist cell count 20 µM | T cell HTS | T cell HTS vesicle-bound % | SV40 large T antigen | RSV CPE inhibition | PhoP inhibition | others
CC(C)(C)C(=O)NC(=S)Nc1ccc(S(=O)(=O)Nc2nccs2)cc1 | 11% | -1% | 0.8% | 0.8% | 1.4 | 44 | i | 62 | -2% | 4.4% | -4%
COCc1nnc(NS(=O)(=O)c2ccc(Cl)cc2)s1 | 13% | 2% | 0.3% | 0.5% | 0.3 | 64 | x | x | x | x | x

The listing continues:
SMILES | Rac1 GTP hydrolysis | NS5 inhibitors | West Nile antiviral | UTI89 phage lysis | NTR1 agonist | NTR1 agonist cell count 20 µM | T cell HTS | T cell HTS vesicle-bound % | SV40 large T antigen | RSV CPE inhibition | PhoP inhibition | others
COc1ccc(C(=O)/C=C/Sc2nc3ccccc3o2)cc1 | -3% | -12% | 0.5% | 3.3% | 4.1 | 34 | i | 46 | 8% | x | 4%
C#CC[N+](C)(C)CCN1C(=O)C2C(c3ccccc3)C=CC(c3ccccc3)C2C1=O (centres undefined) | 2% | -4% | 1.8% | -0.1% | 0.2 | 31 | i | 60 | 6% | -1.7% | -2%
CN(c1ccccc1)C(c1ccc(F)cc1)c1nnnn1C1CCCC1 (centres undefined) | 5% | -12% | -0.9% | 0.1% | 0.9 | 83 | i | 35 | 0% | 8.1% | -1%
CCOC(=O)c1cc2c(=O)n3ccccc3nc2n(CCOC)c1=NC(=O)C(C)(C)C | 6% | -5% | -0.2% | 3.1% | 1.7 | 99 | i | 48 | 1% | 2.6% | -5%
COc1ccc(OCCNC(=S)Nc2cccc3ccccc23)cc1 | 0% | -2% | -0.6% | i | 1.7 | 64 | i | 7 | 5% | -0.3% | 0%
Nc1cc(C(=O)O)ccc1Nc1ccccc1 | 26% | 9% | 0.3% | 0.1% | -1.7 | 95 | i | 10 | 13µM* | -0.3% | -6%
Cc1ccc(C=Nc2ccccc2C#N)s1 | 8% | -11% | -0.2% | 2.1% | -0.6 | 46 | i | 53 | 6% | 1.0% | 1%
CNC(=O)NC(=O)C(OC(=O)c1cccc(S(=O)(=O)N2CCCCC2)c1)c1ccccc1 (centres undefined) | 2% | 0% | 0.3% | 3.1%[50 µM] | 0.4 | 46 | i | 52 | 8% | 2.6% | 3%
CCN1CCN(c2ccc(S(=O)(=O)N3CCCCC3)cc2NC(=O)/C=C/c2ccc(OC(F)F)cc2)CC1 | 3% | -1% | x | -0.6%[50 µM] | 6.6 | 59 | i | 16 | 21% | 3.8% | 0%
CN(C)S(=O)(=O)c1ccc(NC(=O)C2COc3ccccc3O2)cc1 (centres undefined) | 3% | 0% | 0.4% | 2.6% | 3.3 | 55 | i | 65 | 0% | -1.2% | 3%
COc1ccc(CNC(=O)OCc2nccnc2C(=O)Nc2ccc(Br)cn2)cc1 | 10% | -5% | 0.8% | 0.3% | 1.3 | 63 | i | 28 | 3% | 7.8% | -5%
NC(=S)Nc1ccc(Cl)c(Cl)c1 | 12% | -6% | -0.1% | 0.1% | 1.9 | 56 | i | 18 | u | 15% | -1%
N#C/C(=C\c1ccccc1)C(=O)N1CCN(c2ccccc2F)CC1 | 6% | -25% | -0.3% | 0.0% | 8.4 | 52 | i | 43 | 4% | 1.0% | 16%
c1ccc2c(COn3nnc4ccccc43)cccc2c1 | 1% | -3% | 0.1% | 0.8% | 1.9 | 45 | i | 65 | 12% | 3.4% | 0%
Cc1ccc(S(=O)(=O)N2CCOCC2)cc1NC(=O)CSc1ccccn1 | 6% | -8% | -0.2% | 0.4% | -1.6 | 54 | i | 51 | 31% | 7.8% | 1%
CCOc1cccc(NC(=O)CSc2nncn2N)c1 | 0% | 5% | -0.1% | 0.8% | 1.8 | 54 | i | 12 | 6% | 1.6% | 4%
CN(C)/C=C(/C(=O)c1ccc(Cl)cc1)S(C)(=O)=O | 3% | -4% | 0.8% | 0.9% | 0.1 | 67 | i | 9 | -1% | -0.3% | -7%
COc1ccc(C(=O)Nc2cc(S(=O)(=O)N3CCCC3)ccc2Cl)cc1 | 2% | 4% | x | 3.5% | -0.4 | 60 | i | 43 | x | x | x
O=C(NCCCc1ccccn1)C1CCC(=O)N(Cc2cccc(F)c2)C1 (centres undefined) | 7% | -5% | -0.2% | 0.1% | -1.4 | 61 | i | 35 | 5% | 0.1% | 1%
CC(=O)Nc1nc2ccc(C(=O)NCCOC(=O)C3CCCCC3)cc2s1 | 3% | -5% | -0.4% | 0.0% | -0.6 | 79 | i | 64 | x | 1.3% | x
CCn1c(=S)sc2c(=O)n(CC(=O)Nc3ccccc3C(F)(F)F)c(C)nc21 | 12% | 0% | 1.1% | 0.1% | 0.6 | 66 | i | 41 | -1% | 1.2% | -6%
Cc1ccc(S(=O)(=O)N/N=C\c2cn(CC(N)=O)c3ccccc23)cc1C | 7% | -7% | -0.7% | -0.1%[50 µM] | -0.4 | 64 | i | 4 | 26% | 4.8% | 0%
CCC(C)(C)C1CCC(NC(=O)c2ccc(S(=O)(=O)N3CCOCC3)cc2)CC1 (centres undefined) | 3% | 1% | x | -0.3%[50 µM] | 4.3 | 67 | i | 41 | x | x | x

High-throughput results deposited in PubChem BioAssay by several laboratories.
